High-throughput results (PubChem BioAssay)
N370S GC mod = qHTS Assay for Inhibitors and Activators of N370S glucocerebrosidase as a Potential Chaperone Treatment of Gaucher Disease. Lysosomal acid glucosylceramidase (Homo sapiens), P04062. N370S GC spleen homogenate, 4MU-glucoside fluorescence. Potency, µM (top dose mostly 59.4 µM), inactives show at the top dose activity change, negative = inhibition, most hits filed as inhibitors. 330,000 tested, 0.092% active. AID 2101, 2009;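 note: 0% = full enzyme activity and -100% = no enzyme basal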
GCN5L2 inh = qHTS Assay for Inhibitors of GCN5L2. 390,000 tested, 0.21% active. GCN5L2 HAT assay, ThioGlo1 CoA-SH fluorescence. Potency, µM (top dose mostly 58.9 µM), without a hit: at the top dose activity change, negative = inhibition, usual class: inhibitors. Histone acetyltransferase KAT2A (Homo sapiens), Q92830
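Free CoA generated was detected with ThioGlo1 (50uM) fluorescence at Ex340nm/Em540nm, read immediately and after 20 min at room temperature. Enzyme, 20 nM in HEPES pH 7.5 buffer, saw compounds 15 min before adding 75uM H3(1-25) peptide and 70uM acetyl-CoA.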
FEN1 inhibitor = qHTS Assay for the Inhibitors of Human Flap endonuclease 1 (FEN1). Recombinant FEN1 flap cleavage, fluorescence, 15 min. 390,000 tested, 0.35% active. AID 588795, 2011. P39748. Potency, µM (series often up to 114 µM), for inactives: at the highest dose activity change, negative = inhibition, most hits filed as inhibitors; note: nearly all actives have a fitted effect of over 65% in size
Target sequence (P39748 whole entry, looked up): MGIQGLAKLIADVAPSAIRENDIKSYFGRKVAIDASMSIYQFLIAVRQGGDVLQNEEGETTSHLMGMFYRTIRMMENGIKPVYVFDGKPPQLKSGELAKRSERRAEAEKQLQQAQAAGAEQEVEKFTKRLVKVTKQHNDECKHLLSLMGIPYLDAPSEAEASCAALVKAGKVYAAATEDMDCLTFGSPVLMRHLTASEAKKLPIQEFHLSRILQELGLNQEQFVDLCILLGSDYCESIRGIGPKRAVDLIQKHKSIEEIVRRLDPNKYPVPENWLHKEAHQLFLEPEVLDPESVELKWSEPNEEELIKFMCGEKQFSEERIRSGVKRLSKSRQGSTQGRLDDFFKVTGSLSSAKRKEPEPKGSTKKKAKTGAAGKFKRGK
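Recombinant FEN1 (10 nM) was preincubated with pin-transferred compounds for 15 min at room temperature, then flap DNA substrate (50 nM final) was added. Plates were read at 0 and 15 min, and normalized concentration–response data were fitted to a four-parameter Hill equation.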
Active calls of the source: *; ? = inconclusive; nt = no result given; & = joins results of further samples. Calls come from the whole dose curve; as a rule, active = well fitted curve in the direction sought with a large enough effect; inconclusive = small, poorly fitted or top-dose-only effect, or another doubt; inactive = no such curve, though single readings can be large; an effect the other way counts as inactive or inconclusive. Unless noted, % is set by controls: 0 for no effect and ±100 for the full control effect; potency is the fitted concentration of half-maximal effect. No enrichment for hits, and some 0.54% of all compounds hit somewhere here.

SMILES	N370S GC mod	GCN5L2 inh	FEN1 inhibitor
Cc1cc2nc(N(Cc3cccnc3)C(=O)c3ccc(Cl)s3)sc2cc1C	nt	-0.5%	7.5%
COc1ccc2c(c1)c(C(=O)N/N=C/c1ccc(Br)cc1)c(C)n2C	8.4%	0.6%	17.8%
CCc1ccccc1NNC(=O)c1cc(C)on1	1.6%	-3.8%	1.3%
O=C(CSc1ccc2ccccc2c1)Nn1cnnc1	0.7%	-1.9%	-0.8%
NNC(=O)c1cc2sccc2s1	6.8%	-0.7%	0.2%
COc1ccccc1CNCCS(=O)(=O)NN1CCOCC1	nt	-17.8%	10.6%
C=CCn1c(SCC(N)=O)nnc1-c1ccccc1O	-5.4%	1.5%	-3.3%
CCOC(=O)CCc1c(C)nc(SCC(=O)O)c(C#N)c1C	-1.2%	-3.5%	-1.4%
O=C(N/N=C\c1cn(-c2ccccc2)nc1-c1ccccc1)c1ccc(Br)o1	-3.8%	?	-7.1%
Cc1ccc2c(c1)c1c(n2CC(O)CN2C(=O)CNC2=O)C(=O)CCC1 (stereo not drawn)	4.1%	-11.0%	1.1%
COC(=O)c1cc2occc2n1Cc1nc(-c2cccc(Br)c2)oc1C	nt	0.8%	-3.6%
O=C(N/N=C/c1ccccn1)c1ccccc1	1.9%	-4.9%	0.3%
Fc1ccc(N=C2NN=C(c3cc(F)ccc3F)CS2)cc1	2.0%	-19.4%	11.0%
O=c1c2ccccc2nc2n1C1(CCCCC1)Cc1ccccc1-2	24.8%	-1.4%	-12.3%
Cc1ccc(C(=O)N2CCCC(Nc3ccc(F)c(F)c3)C2)cn1 (stereo not drawn)	-2.6%	-4.3%	17.3%
CCC(Sc1nc2ncccc2[nH]1)C(=O)NCCc1ccccc1 (stereo not drawn)	-10.5%	-3.9%	-19.8%
Cc1ccc2nc(NC(=S)NC(=O)c3ccc(OC(C)C)cc3)sc2c1	2.7%	?	-17.4%
O=S(=O)(Nc1cccc(S(=O)(=O)N2CCCC2)c1)c1ccc(Cl)s1	nt	-2.9%	-3.8%
CC(=O)Nc1ccc(NC(=O)Nc2ccc(C)cc2C)cc1	20.9%	-9.9%	1.3%
O=C(/C=C/c1ccccc1)NC(NC(=S)Nc1cccc2cccnc12)C(Cl)(Cl)Cl (stereo not drawn)	27.6%	9.3%	nt
Cc1ccc(CNC(=O)c2cnc3ccccc3n2)cc1	-3.1%	-3.4%	-2.9%
Cc1ccc(C(C)C)c(OCCSc2nc(-c3ccccc3F)nc3cc(=O)[nH]n23)c1	nt	-14.6%	?
COc1ccc(OC)c(C2C(C(=O)N3CCCCC3)=C(C)Nc3nc4ccccc4n32)c1 (stereo not drawn)	nt	1.9%	-9.9%
CC(Cc1ccc(Cl)cc1)N1CCC(n2nccc2NC(=O)C2CCCC2)CC1 (stereo not drawn)	-11.4%	-9.6%	-0.4%
CC(C)CCCN1CCN=C1Nc1ccccc1	-0.6%	-2.6%	14.8%
CN(C)c1ccc(N=Nc2nc3ccccc3n2C)cc1	12.3%	-12.6%	-25.8%
COCc1cc(C)nc(SCC(=O)Nc2cccc(C)c2C)c1C#N	-17.1%	4.0%	6.4%
Cc1ccc(N2C(=O)CS(=O)(=O)C23C(=O)N(Cc2ccc(Cl)cc2)c2ccccc23)cc1C (stereo not drawn)	nt	7.4%	-8.0%
Cc1cc(C)c(S(=O)(=O)N2CCCOC2CNC(=O)C(=O)NCc2ccncc2)c(C)c1 (stereo not drawn)	1.1%	-2.0%	-3.2%
COc1cc(C2C(C(=O)c3ccc(C)o3)=C(O)C(=O)N2c2cc(C)on2)ccc1OCc1ccccc1 (stereo not drawn)	-20.6%	-7.5%	-13.0%

Only GCN5L2 inh and N370S GC mod, for some of the entries so far:
SMILES	GCN5L2 inh	N370S GC mod
Cc1ccc(C(C)C)c(OCCSc2nc(-c3ccccc3F)nc3cc(=O)[nH]n23)c1	-14.6%	nt
CCC(Sc1nc2ncccc2[nH]1)C(=O)NCCc1ccccc1 (stereo not drawn)	-3.9%	-10.5%
COCc1cc(C)nc(SCC(=O)Nc2cccc(C)c2C)c1C#N	4.0%	-17.1%

Later entries.
SMILES	N370S GC mod	GCN5L2 inh	FEN1 inhibitor
Cc1nn(CC(=O)Nc2ccccn2)c(C)c1Br	6.3%	-4.0%	-3.4%
Cc1ccc2[nH]c(C(=O)N/N=C/c3ccccc3O)c(C)c2c1	-15.1%	-2.3%	-6.1%
Cc1ccc(S(=O)(=O)N2CCn3cccc3C2C)cc1 (stereo not drawn)	nt	0.1%	-1.6%
CCSc1ncc(C#N)c(=O)[nH]1	5.7%	0.1%	9.6%
CC(C)(C)C(=O)/C=c1\s/c(=C\c2ccc(-c3ccc([N+](=O)[O-])cc3)o2)c(=O)n1CC(=O)NC(N)=O	0.6%	-3.4%	-6.2%
CC(C)(C)C(=O)Nc1ccc(-c2nc3ccc(NC(=O)C(C)(C)C)cc3[nH]2)cc1	nt	3.2%	-1.2%
COc1ccccc1C(=O)Nc1cc(Cl)ccc1O	2.9%	-2.3%	-2.1%
Cc1ccc(C(=O)N/C(=C/c2ccco2)C(=O)NCCc2c[nH]c3ccccc23)cc1	1.4%	2.1%	6.1%
Cc1ccc2c(c1)C1CN(C)CCC1N2C(=O)c1ccc(Cl)c(S(=O)(=O)N2CCOCC2)c1 (stereo not drawn)	-19.0%	-13.0%	-2.2%
COc1cc2cc(CN(Cc3nnnn3Cc3ccccc3)CC3CCCO3)c(=O)[nH]c2cc1OC (stereo not drawn)	21.8%	-10.4%	-12.1%
CCCCC(=O)Nc1nnc(SCC(=O)NC2CCCC2)s1	4.2%	-2.1%	-8.8%
CCc1noc(C)c1C(=O)OCC(=O)c1ccccc1OC	0.6%	-25.6%	-12.3%
CCOC(=O)CSC1=C(C#N)C(c2ccc(Cl)cc2)CC(=O)N1 (stereo not drawn)	-2.1%	-5.4%	-20.0%
Cc1cccn2c(=O)c3cc(C(=O)NCC4CCCO4)c(=N)n(CCN4CCOCC4)c3nc12 (stereo not drawn)	3.9%	-3.1%	-0.7%
Cc1ccc(CC(=O)Nc2nc3ccccc3s2)cc1	4.1%	-1.6%	8.6%
O=C(CSc1nc(=O)[nH]c2c1CCCC2)NCc1ccc(Cl)cc1	nt	-11.7%	5.0%
CN(C)S(=O)(=O)N1CCC(Oc2cccc(C(=O)N3CCCCCC3)c2)CC1	-10.7%	-7.7%	10.8%
Cc1cc(C)n(-c2ccc(Cl)c(C(=O)O)c2)n1	17.5%	-6.9%	2.4%
CCOC(=O)c1sc(-c2cccs2)nc1C	11.3%	-10.3%	4.3%
COc1ccc(NC(=O)CN(C)C(=O)c2ccc(COc3ccccc3)o2)cc1	-7.8%	-12.1%	-6.4%
CC(CC(=O)N1CCN(c2ccccc2F)CC1)c1ccccc1 (stereo not drawn)	12.2%	0.9%	-6.2%
CCn1c(SCC(=O)NCc2ccco2)nc2c1c(=O)n(C)c(=O)n2C	4.5%	-1.8%	-0.5%
CSc1nc(N)nc2c1ncn2CC(=O)NCC1CCCO1 (stereo not drawn)	nt	1.1%	3.7%
Cc1ccc(C2C=C(c3ccc(Cl)cc3)Nc3nc(NC(=O)c4ccco4)nn32)cc1 (stereo not drawn)	nt	1.3%	7.4%
COC(=O)c1cc(S(=O)(=O)NCC2CCN(Cc3ccc(C)cc3)CC2)c[nH]1	1.1%	0.8%&32.4%	4.3%&20.6%
Cc1cc(N)n(Cc2cccs2)n1	16.8%	-9.2%	-1.5%
Cc1ccccc1-n1cc(-c2ccccc2)nc1SCC(=O)Nc1ccc(F)cc1	nt	-6.0%	-15.1%
O=C(/C=C/c1ccco1)Nc1nc(-c2ccc(F)c(F)c2)cs1	-21.0%	-2.2%	8.3%
N#CC(=C1SC=CS1)c1nc(-c2ccccc2)cs1	?	-15.1%	2.8%
CC(C)(C)OC(=O)C[C@@H]1C/C=C\C[C@H](CC(=O)N(CCO)Cc2ccccc2)C(=O)NC[C@@H](c2ccccc2)OC1=O	nt	-3.5%	13.8%

6 compounds out of the list, sorted by molecular weight, ascending:
SMILES	N370S GC mod	GCN5L2 inh	FEN1 inhibitor
CC(CC(=O)N1CCN(c2ccccc2F)CC1)c1ccccc1 (stereo not drawn)	12.2%	0.9%	-6.2%
O=C(CSc1nc(=O)[nH]c2c1CCCC2)NCc1ccc(Cl)cc1	nt	-11.7%	5.0%
CCn1c(SCC(=O)NCc2ccco2)nc2c1c(=O)n(C)c(=O)n2C	4.5%	-1.8%	-0.5%
COc1ccc(NC(=O)CN(C)C(=O)c2ccc(COc3ccccc3)o2)cc1	-7.8%	-12.1%	-6.4%
COC(=O)c1cc(S(=O)(=O)NCC2CCN(Cc3ccc(C)cc3)CC2)c[nH]1	1.1%	0.8%&32.4%	4.3%&20.6%
CN(C)S(=O)(=O)N1CCC(Oc2cccc(C(=O)N3CCCCCC3)c2)CC1	-10.7%	-7.7%	10.8%

Carrying on:
SMILES	N370S GC mod	GCN5L2 inh	FEN1 inhibitor
COc1cc(CNC(=O)C2CC2)ccc1OCc1ccccc1	-2.6%	-1.7%	-8.3%
C=C1CCN([C@H](C(=O)OCc2ccc(C)cc2)C(C)C)S(=O)(=O)c2ccccc21	16.2%	-11.5%	5.2%
Cc1ccccc1-c1nnc(CN2CCC(C)CC2)o1	-7.4%	-2.8%	-0.6%
CC(C)(C)c1ccc(C(=O)NN2CCOCC2)cc1	-5.7%	-4.6%	15.8%
Cc1ccc(N2C(=O)c3ccccc3C2Nc2ccccc2F)nc1 (stereo not drawn)	24.8%	-15.6%	2.1%
CN(C)c1ccc(/C=C2\Oc3ccc(C#Cc4cccc(N)c4)cc3C2=O)cc1	nt	0.6%	-7.3%
COc1ccc(C(=O)N2N=C(c3cccc(NS(C)(=O)=O)c3)CC2c2cccs2)cc1 (stereo not drawn)	-3.1%	-0.2%	2.3%
CN(C)C(=O)c1cccc(-c2csc(N3CCC(C(N)=O)CC3)n2)c1	nt	-6.4%&-5.4%	12.8%
COc1ccccc1CC(=O)Nc1cccc(C(=O)NN2C(=O)c3ccccc3C2=O)c1	3.5%	29.2%	-4.2%
O=C(NCc1ccco1)C(c1cccnc1)N(C(=O)Cn1nnc2ccccc21)c1ccccc1 (stereo not drawn)	3.1%	0.9%	1.0%
COC(=O)c1cc2ccccc2n1Cc1ccc(Cl)nc1	-5.4%	-25.6%	6.9%
CC(C)CNC(=O)CC(=O)N/N=C/c1ccc(F)cc1	1.0%	-1.6%	0.1%
CN1C(=O)c2ccccc2C(C(=O)NCc2ccco2)C1c1c[nH]c2ccccc12 (stereo not drawn)	-12.3%	nt	7.7%
Cc1[nH]c2ccccc2c1Cc1nnc(SCc2ccccc2)o1	18.3%	-4.0%	?
Cn1c2c(c(=O)n(C)c1=O)C1c3cc(Cl)ccc3OCC1CO2 (stereo not drawn)	-3.8%	2.1%	-6.6%
O=C(CSc1nnc(-c2ccc(C(F)(F)F)cn2)o1)Nc1cccc(Cl)c1	1.1%	1.1%	4.9%
CC(=O)c1cccc(NC(=O)N2CCC(NC(=O)C3CCCCC3)CC2)c1	-3.4%	-0.1%	5.0%
COc1cccc(C2CC(=O)Nc3cc4c(cc32)CCC4)c1 (stereo not drawn)	1.0%	-10.9%	3.3%
COc1cc(OC)cc(-c2nnc(NC(=O)c3ccc4c(c3)OCCO4)o2)c1	-8.8%	-9.7%	-7.9%
CC(C)N(C(=O)[C@H]1C[C@H](CC(=O)NCc2cccc(C(F)(F)F)c2)C(=O)N2CCc3c([nH]c4cc(-c5ccco5)ccc34)[C@]12C)C(C)C	nt	-17.0%	0.8%
